GLP-1R agonist: activates the human GLP-1 receptor; P43220; AID 624172; Potency, µM (doses to about 45.6 µM), for the others: at the top dose activation, most hits filed as activators; hit rate 0.007% among 380,000; HEK293 GLP-1R CRE-luciferase, luminescence, 4-6 h; cells express a hypersensitive GLP-1R form; note: potency is the fitted concentration of half-maximal effect; % of control where 0% means no effect
D3 ag: agonists of human D3 dopamine receptor. D3R DiscoveRx beta-arrestin cells, luminescence, 90 min. max activation, %. hit rate 0.58% among 410,000. AID 652048; in the data active = max activation above about 30%; note: 0% is about no effect; mostly tested at two doses, the higher about 12 µM
Target sequence (P35462 whole entry, looked up): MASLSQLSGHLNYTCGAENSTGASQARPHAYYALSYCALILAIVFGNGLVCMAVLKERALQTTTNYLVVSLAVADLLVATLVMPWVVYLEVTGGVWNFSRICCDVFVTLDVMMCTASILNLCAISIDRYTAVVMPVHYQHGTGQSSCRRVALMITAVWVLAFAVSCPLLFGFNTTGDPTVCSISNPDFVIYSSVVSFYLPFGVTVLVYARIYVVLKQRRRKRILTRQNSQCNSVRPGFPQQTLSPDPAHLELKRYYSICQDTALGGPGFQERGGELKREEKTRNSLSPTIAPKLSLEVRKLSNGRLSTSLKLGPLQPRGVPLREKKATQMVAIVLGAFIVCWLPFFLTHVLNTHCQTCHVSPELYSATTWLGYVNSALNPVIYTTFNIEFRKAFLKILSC
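Agonist-mode cell screen: cells plated at 1500/well and incubated overnight at 37 °C, then exposed to library compounds for 90 min at 37 °C. Detection reagent was added for 30–60 min at room temperature, and luminescence was read.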
PI5P4K alpha inh: PI5P4K alpha (human) kinase inhibition | P48426 | PI5P4Kalpha enzyme, ADP-Glo luminescence, 60 min; hits give low values | max response, % | hit rate 1.2% among 330,000 | AID 652105; active = max response of -50% or lower; inconclusive = between -30% and -50%; inactive = -30% or higher; note: value at the top dose of about 77 µM; % is set by controls: 0 for no effect and ±100 for the full control effect
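PI5P4Kalpha ADP-Glo assay; 5 microM ATP final; 60 min RT reaction; HEPES pH 7.4/EGTA/CHAPS, 5% DMSO; controls lacking substrate or enzyme; luminescent end-point.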
WRN inhibitor: blocks human WRN helicase; hit rate 0.46% among 360,000; AID 651768; WRN helicase unwinding, fluorescent forked duplex, kinetic; Potency, µM (top dose mostly 114 µM), for inactives: at the top dose activity change, negative = inhibition, actives largely listed as inhibitors; Q14191; note: potency is the fitted concentration of half-maximal effect; % is set by controls: 0 for no effect and ±100 for the full control effect; nearly all actives have a fitted effect of over 55% in size
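WRN at 20 nM final was preincubated with compound for 15 min at room temperature; reaction started with 100 nM forked duplex oligonucleotide carrying fluorophore and quencher plus 2 mM ATP (final). Unwinding followed kinetically by red fluorescence (ex 525/em 598 nm).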
IL-2 act: activates IL-2 in a cell-based reporter assay | hit rate 0.065% among 360,000 | activation, % (series mostly up to about 46 µM) | AID 652025 | IL-2 activation reporter assay, cell-based qHTS; stimulated with anti-CD3/CD4/CD28 beads; in transgenic mouse T cells; in the data active = activation above about 50%; inconclusive = mostly about 30% to 49%; note: 0% is about no effect
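Readout is EGFP and DsRed signal by fluorescent plate cytometry after 18 h at 37 degrees C. Transgenic mouse T cells (750/well) received compound for 60 min before bead stimulation (anti-CD3, anti-CD4, anti-CD28); memory T cells served as non-tolerant control.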
PLK1 PBD block: inhibitors of human PLK1 polo-box domain binding. Plk1 PBD binding of FITC phosphopeptide, fluorescence polarization. Potency, µM, inactives show max response, negative = inhibition, usual class: inhibitors. hit rate 2.8% among 360,000. AID 720504; note: potency is the fitted concentration of half-maximal effect; series mostly up to about 57 µM; % is set by controls: 0 for no effect and ±100 for the full control effect; nearly all actives have a fitted effect of over 65% in size
Target sequence (P53350 whole entry, looked up, the tested form may be a part): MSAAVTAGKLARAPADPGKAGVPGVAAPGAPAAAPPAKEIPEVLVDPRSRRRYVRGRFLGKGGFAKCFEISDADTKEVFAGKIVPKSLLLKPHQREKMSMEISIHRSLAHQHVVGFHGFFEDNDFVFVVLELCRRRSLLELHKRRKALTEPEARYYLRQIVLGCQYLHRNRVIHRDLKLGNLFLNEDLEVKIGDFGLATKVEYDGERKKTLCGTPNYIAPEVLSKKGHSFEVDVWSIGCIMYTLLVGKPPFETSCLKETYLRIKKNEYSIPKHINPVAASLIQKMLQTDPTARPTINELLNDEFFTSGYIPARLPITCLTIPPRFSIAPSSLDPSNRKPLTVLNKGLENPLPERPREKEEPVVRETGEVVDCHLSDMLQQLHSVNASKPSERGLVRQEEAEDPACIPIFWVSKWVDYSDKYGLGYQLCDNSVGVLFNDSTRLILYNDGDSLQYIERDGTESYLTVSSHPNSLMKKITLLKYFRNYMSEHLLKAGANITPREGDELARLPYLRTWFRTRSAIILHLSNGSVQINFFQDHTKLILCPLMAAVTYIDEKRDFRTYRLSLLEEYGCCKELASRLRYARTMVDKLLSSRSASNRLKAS
GLP1R cytotox: cytotoxic in the GLP-1 receptor inverse agonist counter-screen. hit rate 0.13% among 410,000. AID 624418. Potency, µM (series often up to 38.3 µM), for inactives: at the highest dose activity change, negative = inhibition, hits mostly inhibitors. HEK293 cAMP-luciferase reporter cells, luminescence, 24 h;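 note: loss of luciferase light is scored as toxicity; potency is the fitted concentration of half-maximal effect; % is set by controls: 0 for no effect and ±100 for the full control effect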
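A 23 nL compound transfer followed 12 hours of cell culture at 37 deg C; exposure then lasted 24 hr. Luciferase assay detection reagent was dispensed and plates read for luminescence after a 12 min room-temperature wait.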
DRD3 antagonist: blocks the human D3 dopamine receptor | hit rate 2.5% among 360,000 | P35462 | D3R cells, DiscoveRx beta-arrestin luminescence, antagonist mode; hits give low values | max response, negative = inhibition, % | AID 652054; in the data active = max response below about -50%; inconclusive = no clear call, values can overlap the other calls; note: % is set by controls: 0 for no effect and ±100 for the full control effect; mostly tested at two doses, the higher about 12 µM
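Cells expressing the human receptor were seeded at 1500 cells/well, incubated overnight at 37 degrees C in 5% CO2, then exposed to library compounds with dopamine controls for 90 minutes at 37 degrees C before luminescent detection.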
GLP-1R inv ag: acts as inverse agonist at human GLP-1 receptor; P43220; Potency, µM (highest dose often 38.3 µM), without a hit: at the highest dose activity change, negative = inhibition, usual class: inhibitors; HEK293 GLP-1R CRE-luciferase, luminescence, 24 h; GLP-1R form is constitutively active; hit rate 1.6% among 410,000; note: potency is the fitted concentration of half-maximal effect; % is set by controls: 0 for no effect and ±100 for the full control effect; nearly all actives have a fitted effect of over 55% in size
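qHTS in 1536-well format: reporter HEK293 cells expressing constitutive GLP-1R activity in DMEM + 10% Nu serum, 24 hr with compounds at 37 deg C, luminescence read after 12 min with detection reagent.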
Active calls of the source: *; ? = inconclusive; . = no result given; [ ] = remark or other dose. Unless noted, calls come from the whole dose curve; as a rule, active = well fitted curve in the direction sought with a large enough effect; inconclusive = small, poorly fitted or top-dose-only effect, or another doubt; inactive = no such curve, though single readings can be large; an effect the other way counts as inactive or inconclusive.

Structure	PLK1 PBD block	PI5P4K alpha inh	DRD3 antagonist	GLP-1R inv ag	WRN inhibitor	D3 ag	IL-2 act	GLP1R cytotox	GLP-1R agonist
CC(C(=O)Nc1ccc2c(c1)OCO2)n1cnc2c1c(=O)n(C)c(=O)n2C (stereo not drawn)	-10%	-6	-14	9%	14%	8	1.6	4%	11%
COc1cccc(NC(=O)NC2CCN(CC(=O)Nc3ccccc3[N+](=O)[O-])CC2)c1	-1%	1	-6	-25%	-2%	2	0.8	-14%	28%
COC(=O)c1nc2n(n1)C(c1ccc(OC)c(OC)c1)C(C(=O)OC1CCCCC1)=C(C)N2 (stereo not drawn)	-4%	-1	35	5%	7%	0	-1.6	-10%	-7%
Cc1ccc(S(=O)(=O)N2CCC(C(=O)OCC(=O)NC3(C#N)CCCCC3)CC2)cc1C	1%	-3	19	10%	0%	1	-2.8	-6%	-24%
O=C(Nc1cccc2ncccc12)C(c1ccccc1)c1ccccc1	-19%	1	-1	-11%	0%	-1	-0.2	-24%	-1%
Cc1cccc(C(=O)N[C@H](C(=O)Nc2ncc(C)s2)C(C)C)c1	0%	-2	-2	?	8%	-8	0.1	?	6%
Cc1cc(C(=O)CSc2nnc(-c3ccncc3)n2-c2ccccc2)c(C)n1C	-9%	.	18	-2%	?	-7	-2.9	-8%	-4%
O=C(CN1CCN(S(=O)(=O)c2ccccc2F)CC1)NCC1(N2CCOCC2)CCCCC1	2%	-4	5	-16%	-6%	8	0.3	-8%	1%

Random excerpt: 2 compounds from above
Structure	PLK1 PBD block	PI5P4K alpha inh	DRD3 antagonist	GLP-1R inv ag	WRN inhibitor	D3 ag	IL-2 act	GLP1R cytotox	GLP-1R agonist
O=C(CN1CCN(S(=O)(=O)c2ccccc2F)CC1)NCC1(N2CCOCC2)CCCCC1	2%	-4	5	-16%	-6%	8	0.3	-8%	1%
Cc1cc(C(=O)CSc2nnc(-c3ccncc3)n2-c2ccccc2)c(C)n1C	-9%	.	18	-2%	?	-7	-2.9	-8%	-4%

(listing goes on)
Structure	PLK1 PBD block	PI5P4K alpha inh	DRD3 antagonist	GLP-1R inv ag	WRN inhibitor	D3 ag	IL-2 act	GLP1R cytotox	GLP-1R agonist
CCOC(=O)N1CCC(NC(=O)C2CCN(C(=O)N3CC(C)Oc4ccc(C)cc43)CC2)CC1 (stereo not drawn)	-14%	0	22	-16%	-9%	-6	-2.2	8%	1%
CCNC(=O)C1(C)CCN(C(=O)c2ccc(C)c(F)c2)C1 (stereo not drawn)	-4%	-2	25	21%	5%	3	-0.8	3%	17%
O=S(=O)(c1ccccc1)N1CCN(Cc2cccc(Cl)c2)CC1	-7%	1	?	?	0%[57.1 µM]	4	0.8	-5%	-1%
COc1ccc(N(CC(=O)NCc2ccc3c(c2)OCO3)S(C)(=O)=O)cc1OC	-11%	.	-8	9%	-3%	-5	-2.9	4%	6%
COc1ccc2nc(NC(=O)CSc3nnnn3C)sc2c1	-12%	5	2	26%	-16%	2	-0.5	6%	-3%
CC12CCC(=O)N1C(C(=O)Oc1cccc(F)c1)CS2 (stereo not drawn)	0%	-2	21	10%	6%	3	-2.1	-8%	7%
CN(C)C(=O)NC1c2ccccc2-c2ccccc21	-1%	2	-4	13%	2%	-1	0.3	5%	8%
COc1cc(-c2cc3nc(NCc4ccco4)ccn3n2)cc(OC)c1OC	-8%	3	-75*	?	-24%	6	-0.7	-11%	-6%
COCCNC(=O)c1cc2c(=O)n3cccc(C)c3nc2n(Cc2ccncc2)c1=N	-8%	.	-12	34%[activator]	10%	-2	-2.2	.	4%
CC(=O)Nc1ccc(S(=O)(=O)NCC2CCC(C(=O)NC3CCCCCC3)CC2)cc1 (stereo not drawn)	-1%	-5	-18	1%	0%	-21	-0.1	16%	9%
Cc1cc(=O)[nH]c(/N=C(\N)Nc2cccc3ccccc23)n1	-9%	3	0	29%	-33%	-2	0.4	-5%	-1%
COc1ccc([C@H]2CC(=O)C=C(c3ccc4c(c3)OCO4)C2)cc1	-1%	2	-6	19%	9%	2	-0.6	9%	7%
O=c1oc2c(CN3CCOCC3)c(O)ccc2cc1-c1ccccc1	.	.	.	12%	.	-5	.	.	24%
CC1(C(=O)NS(=O)(=O)c2ccc3ccccc3c2)CCN1C(=O)CC1CCCCC1 (stereo not drawn)	-11%	-1	1	-7%	9%[57.1 µM]	5	-0.5	-10%	9%
O=C(Cn1c(=O)n(-c2ccc(Cl)cc2)c(=O)c2sc3ccccc3c21)NC1CCCCC1	.	.	.	2%	.	-9	.	-6%	0%
C(CCc1nn[nH]n1)CCC1CCCCC1	-9%	19	14	10%	-1%	-9	0.0	3%	0%
Cc1cc(OCC(=O)Nc2ccccc2C)no1	-1%	8	3	-6%	-4%	-3	0.2	5%	4%
CCSc1nc(-c2ccco2)ccc1C#N	?	-73*	-54*	41%[activator]	-35%	4	2.2	-13%	-5%
OC1(c2cccs2)CN(c2ccc(Cl)cc2)C2=[N+]1CCCC2 (stereo not drawn)	-4%	-8	?	-12%	9%	-15	1.7	-25%	4%
O=c1nc2n(c3cccc(Cl)c13)CCCCC2	-10%	4	-8	4%	4%	-3	-0.1	0%	0%
O=C(Nc1ncc(Cc2ccc(SC(F)F)cc2)s1)c1ccc(OC(F)F)cc1	-14%	8	11	?	-7%	1	-0.1	-1%	10%
CCNC(=S)N1CCC(NC(=O)C2CCCCC2)CC1	-5%	0	21	11%	-1%	5	-2.3	-15%	?
CC(C)(C)OC(=O)C[C@@H]1C/C=C\C[C@@H](CC(=O)N[C@H](CO)Cc2ccccc2)C(=O)N2CCC[C@@H]2COC1=O	-1%	0	30	3%	1%	2	-2.1	-6%	-3%
Cc1cc(C)cc(NC(=O)C2CC(=O)n3ncnc3N2)c1 (stereo not drawn)	-6%	-1	-3	16%	-5%	3	-0.1	-17%	10%
COCCn1c(N)c(N(Cc2ccccc2)C(=O)C(C)Oc2ccc(Br)cc2)c(=O)[nH]c1=O (stereo not drawn)	-2%	4	3	1%	12%	1	-1.9	3%	-5%
CCOC(=O)C1CCCN(C2CC(=O)N(c3cccc(C)c3)C2=O)C1 (stereo not drawn)	-9%	.	-9	4%	3%	0	1.8	5%	-10%
O=C(Nc1ccc(Cl)c(Cl)c1)Nc1nnc(-c2ccncc2)s1	-16%	-20	26	-15%	?	10	-1.4	6%	1%
N=C1S/C(=C\c2cn[nH]c2-c2ccc(F)cc2)C(=O)N1c1ccccc1F	27µM*	-70*	13	18%	-7%	-5	1.6	7%	2%
Cc1cc(NC(=O)CCC(=O)N(CC(=O)NCC2CCCO2)c2cccc(C)c2C)no1 (stereo not drawn)	-5%	-13	4	-3%	0%	-2	1.9	0%	0%
COc1ccccc1CNCC(=O)N1CC(=O)Nc2ccccc21	?	1	0	3%	1%	0	-0.6	15%	0%
COc1cc(C(=O)Nc2cnc(NC(=O)C(C)C)cc2C)cc(OC)c1OC	-5%	2	-28	3%	5%	-4	-1.5	-16%	-5%
O=C(Nc1cccc(S(=O)(=O)N2CCOCC2)c1)c1cc2c(s1)CCC2	-8%	-3	17	9%	-2%	-4	-1.4	2%	-6%
COc1cc(CNC(=O)Nc2nc(C(N)CCc3ccccc3)cs2)cc(OC)c1OC (stereo not drawn)	-10%	-1	0	?	0%	-10	-0.6	-2%	0%
COC(=O)CC1COc2ccccc2N1C(=O)c1ccc(Cl)cc1 (stereo not drawn)	-5%	1	7	?	-1%	-6	-1.8	0%	-9%
CCCCNC(=S)NNC(=O)CCn1cc(C)cn1	0%	2	-14	7.9µM*	-1%	-12	-2.0	?	-1%
COC(=O)c1sc(NC(=O)/C=C/c2ccccc2Cl)nc1C	-9%	-4	-8	10%	7%	2	1.7	6%	0%
C/C(=N/NC(=O)c1ccncc1)c1ccccc1	-13%	-10	2	2%	-30%	-5	0.5	-9%	-10%
CCn1c(SCC(=O)Nc2ccc3c(c2)OCCO3)nnc1-c1cccnc1	-18%	-1	6	9%	-1%	2	0.5	1%	4%
Cc1noc(C)c1COc1ccc(C(=O)OCC(=O)N2c3ccccc3NC(=O)C2(C)C)cc1	-12%	?	47	?	-29%	2	-0.3	-6%	2%
Cc1ccc(CN(Cc2cc3cccc(C)c3[nH]c2=O)C(=S)NCCCN(C)C)cc1	-2%	3	-7	2%[0.307 µM]	3%	-9	-0.5	6%[0.307 µM]	5%
Cn1c(N)c(C(=O)COC(=O)CSc2ccc3ccccc3c2)c(=O)n(C)c1=O	-10%	0	-10	1%	-7%	-4	0.1	-5%	0%
COc1cc(C2CC(=O)Oc3cc(C)c(Cl)c(C)c32)cc(OC)c1OC (stereo not drawn)	-7%	0	-8	14%	-3%	-2	-0.6	-7%	5%
O=S(=O)([N-]c1nc2ccccc2nc1-[n+]1ccc(-c2ccncc2)cc1)c1ccccc1	17µM*	5	-1	8%	-17%[57.1 µM]	2	-5.2	-4%	5%
CNc1ccc(/C=C(\C#N)C(=O)Nc2ccccn2)cc1[N+](=O)[O-]	26%	-1	-10	-4%	-7%	-7	87*	-4%	5%
COc1ccc(S(=O)(=O)Nc2nc3ccccc3s2)cc1OC	-7%	.	-8	0%	-5%	-8	-3.7	-11%	2%
O=C1NC(=O)/C(=C/c2ccccn2)S1	-14%	-21	-16	14%	-10%	-4	-1.0	0%	1%
COc1ccc(C(=O)NCCNc2ccc([N+](=O)[O-])cn2)cc1	0%	1	-28	9%	4%	-16	-4.0	-13%	0%
Cc1ccc2c(c1)nnn2C1CCN(C(=O)C2CCCCC2)CC1	-1%	8	-3	-17%	2%	3	-2.7	-19%	11%
O=C(c1ccc2c(c1)N(Cc1ccc(F)cc1)C(=O)CS2)N1CCOCC1	0%	.	2	1%	-3%	2	2.9	-16%	6%
CCC(C)C(=O)Nc1ccc(S(=O)(=O)N2CCCC2)cc1 (stereo not drawn)	-2%	1	-8	27%	-3%	0	0.2	-9%	-3%
